Screening data: PubChem BioAssay, The Scripps Research Institute Molecular Screening Center
PLC-gamma1 inh = PLC-gamma1 enzyme inhibitors, primary screen, biochemical, fluorescence, purified enzyme; AID 720700, 2013; hit rate 0.84% among 370,000; fluorogenic substrate; 1-phosphatidylinositol 4,5-bisphosphate phosphodiesterase gamma-1 (Homo sapiens), P19174; inhibition, % at 12.2 µM; in the data active = inhibition above about 9.5%
ADAM17 inh = ADAM17 inhibitors, primary screen, biochemical, QFRET; Disintegrin and metalloproteinase domain-containing protein 17 (Homo sapiens), P78536; inhibition, % at 6.95 µM; recombinant ADAM17, EDANS/DABCYL FRET peptide cleavage; hit rate 0.83% among 370,000; AID 720648, 2013;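 active = inhibition above the mean of compounds lying between control limits plus 3 SD, set per campaign, cut at about 8.5% in these data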;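 note: 0% = DMSO-only wells as the low control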
TDP2 absorb = human TDP2 enzyme inhibitors, primary screen, biochemical, epi absorbance, recombinant enzyme | hit rate 0.34% among 370,000 | AID 720702, 2013 | inhibition, % at 12.8 µM | T5PNP hydrolysis, p-nitrophenol absorbance 415 nm | Tyrosyl-DNA phosphodiesterase 2 (Homo sapiens), O95551;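 active = inhibition above the mean of all tested compounds plus 3 SD, set per campaign, cut at about 25% in these data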;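 note: 0% = DMSO with enzyme and 100% = buffer with substrate but no TDP2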
Target sequence (O95551 whole entry, looked up): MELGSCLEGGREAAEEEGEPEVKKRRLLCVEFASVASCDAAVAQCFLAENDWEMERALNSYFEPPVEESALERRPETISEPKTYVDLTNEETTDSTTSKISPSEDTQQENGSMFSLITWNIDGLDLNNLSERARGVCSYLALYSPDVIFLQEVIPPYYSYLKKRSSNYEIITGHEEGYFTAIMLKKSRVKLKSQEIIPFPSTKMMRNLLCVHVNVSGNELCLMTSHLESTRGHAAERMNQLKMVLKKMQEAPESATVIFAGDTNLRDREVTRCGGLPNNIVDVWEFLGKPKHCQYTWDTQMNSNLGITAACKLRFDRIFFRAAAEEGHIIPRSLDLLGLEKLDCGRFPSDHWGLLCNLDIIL
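System – recombinant human TDP2 · Amount – 120 nM TDP2 per well · Buffer or medium – Mg2+-containing Tris-HCl buffer, pH 7.5 · Reagent – T5PNP substrate, 5 mM · Dosing – 12.8 µM single point, 1% DMSO · Incubation – 2 h at 37 °C · Measured by – epi absorbance · Read-out basis – percent inhibition · Benchmarks – high control without enzyme, low control DMSO plus TDP2 · Repeats – singlicate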
DDE Tn6 FP inh = inhibitors of Tn6 peptide binding to fibrin DD(E), primary screen, biochemical, fluorescence polarization, human fibrin, Tn6 probe; Fibrinogen beta chain (Homo sapiens), P02675; Fibrin DD(E) TRITC-Tn6 fluorescence polarization displacement; inhibition, % at 8.3 µM; hit rate 0.21% among 370,000; AID 720509, 2013;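 active = inhibition above a per-campaign cutoff: mean of compounds within control limits plus 3 SD, cut at about 15% in these data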;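 note: 0% = median of all compound wells on the plate and 100% = blocking peptide control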
proKLK7 act = proKLK7 zymogen activators, primary screen, biochemical, fluorescence intensity. Kallikrein-7 (Homo sapiens), P49862. purified proKLK7, EDANS-DABCYL substrate fluorescence; 100% is mature enzyme control, 0% vehicle. activation, % at 7 µM. hit rate 0.9% among 370,000;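 active = activation above the mean of all tested compounds plus 3 SD, computed per campaign excluding outliers beyond control limits, cut at about 13% in these data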
ARFGAP1 inhibitor = inhibitors of rat ARFGAP1 GAP activity, primary screen, biochemical, fluorescence polarization, GDP tracer. ADP-ribosylation factor GTPase-activating protein 1 (Rattus norvegicus), Q62848. Arfgap1-stimulated ARF1 GTP hydrolysis, GDP FP detection. inhibition, % at 16.5 µM. hit rate 0.26% among 360,000. AID 651572, 2012;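 active = inhibition above a per-plate limit, mean inhibition of low control wells plus 3 SD, cut at about 25% in these data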;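 note: 0% = DMSO wells with enzyme and 100% = wells lacking Arfgap1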
Target sequence (Q62848 1-136 limits assumed): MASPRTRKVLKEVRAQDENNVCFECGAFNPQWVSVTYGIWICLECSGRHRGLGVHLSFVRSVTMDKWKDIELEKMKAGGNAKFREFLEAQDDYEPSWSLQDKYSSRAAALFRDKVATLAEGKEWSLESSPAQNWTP
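System: truncated rat Arfgap1 GAP domain / Medium: HEPES-based buffer, pH 7.5 / Also added: N-terminally truncated human ARF1-GTP substrate / Incubation: enzyme reaction 120 min at 25 °C after 20 min preincubation / Measured by: FP of antibody-bound GDP Alexa 633 tracer, ex 620/em 688 nm / Replicates: singlicate, each compound tested once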
LEDGF integ inh = blockers of LEDGF/p75-dependent integrase strand transfer – biochemical, TR-FRET, high throughput, primary screen | hit rate 0.64% among 370,000 | TR-FRET IN-LEDGF/p75 DNA integration, Eu/Cy5 | inhibition, % at 3.7 µM | AID 743269, 2014;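 active = inhibition above the screen-wide mean plus 3 SD, cut at about 13% in these data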;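 note: signal is the Cy5 over europium emission ratio at 671 and 618 nm; 0% = plate median of compound wells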
ASAP1 GAP inh = inhibitors of human ASAP1 ArfGAP activity, primary screen, biochemical, fluorescence polarization | ASAP1-stimulated ARF1 GTP hydrolysis, GDP FP detection | AID 624377, 2012 | Arf-GAP with SH3 domain, ANK repeat and PH domain-containing protein 1 (Homo sapiens), … | inhibition, % at 16.5 µM | hit rate 0.19% among 360,000; in the data active = inhibition above about 25%;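 note: 0% = vehicle with enzyme and substrate and 100% = no enzyme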
Target sequence (Q9ULH1 325-724 limits assumed): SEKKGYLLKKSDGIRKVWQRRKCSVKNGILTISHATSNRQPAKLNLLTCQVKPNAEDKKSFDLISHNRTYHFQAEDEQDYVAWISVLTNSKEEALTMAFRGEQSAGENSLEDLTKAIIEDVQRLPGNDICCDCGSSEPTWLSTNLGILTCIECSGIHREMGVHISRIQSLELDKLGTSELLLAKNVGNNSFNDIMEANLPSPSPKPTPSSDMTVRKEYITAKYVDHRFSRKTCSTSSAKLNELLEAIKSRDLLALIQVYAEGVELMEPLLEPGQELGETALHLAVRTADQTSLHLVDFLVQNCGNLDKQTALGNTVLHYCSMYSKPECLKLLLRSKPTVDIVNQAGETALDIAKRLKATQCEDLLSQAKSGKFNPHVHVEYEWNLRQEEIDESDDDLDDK
Tn7 DDE FP = inhibitors of Tn7 peptide binding to fibrin DD(E), primary screen, biochemical, fluorescence polarization, human fibrin, Tn7 probe | Fibrinogen beta chain (Homo sapiens), P02675 | FP displacement of FITC-Tn7 peptide from fibrin DD(E); 0% = median of compound wells per plate | inhibition, % at 8.3 µM | hit rate 0.13% among 370,000;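 active = inhibition above the mean of compounds falling within the control limits plus 3 SD of them, cut at about 14% in these data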;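 note: 0% = plate median of compound wells and 100% = 10 µM Aha-Tn7 peptide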
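Assay system: Human fibrin DD(E) protein | Medium: Tris buffer with calcium and detergent, pH 7.8 | Reagent: 0.1 µM fluorescent Tn7 | Compound dosing: Single point at 8.3 µM | Times: 10 min preincubation, 3 h with tracer, room temperature | Detection: Fluorescence polarization of the labelled Tn7 tracer | Controls: Aha-Tn7 high control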
ADAM10 inh = human ADAM10 inhibitors, primary screen, biochemical, QFRET, HTS; Disintegrin and metalloproteinase domain-containing protein 10 (Homo sapiens), O14672; recombinant ADAM10, EDANS/DABCYL FRET peptide cleavage, 3 h; inhibition, % at 7 µM; hit rate 0.62% among 370,000;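 active = inhibition above a per-campaign cutoff equal to the mean of compounds falling between control-based bounds plus 3 SD, cut at about 20% in these data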;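 note: 0% = DMSO wells while the 100% control is not disclosed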
Active calls of the source: *; i = inactive; & = joins results of further samples.

entry	PLC-gamma1 inh	ADAM17 inh	TDP2 absorb	DDE Tn6 FP inh	proKLK7 act	ARFGAP1 inhibitor	LEDGF integ inh	ASAP1 GAP inh	Tn7 DDE FP	ADAM10 inh	SMILES
1	0	-2	8	8	-0.4	-8	1	-18	1	-4	CCOC(=O)c1ccccc1NC(=O)c1cccc2c1C(=O)N(C1CCN(C(=O)OCC)CC1)C2
2	-3	3	-9	4	0.6	8	2	-5	-5	9	N#Cc1ccc(NCC(=O)Nc2ccc(S(=O)(=O)N3CCCCC3)cc2)cc1
3	1&6	1&-2	-4&-11	0&2	-0.1&0.2	1&6	-4&-3	4&2	4&5	3&-2	O=C(O)CCCNC(=O)C(c1ccccc1)c1ccccc1
4	2	1	7	-2	0.0	0	3	0	6	5	O=C(Cn1nnc(-c2ccccc2)n1)N/N=C/c1cccc([N+](=O)[O-])c1
5	9	15*	-27	-7	0.2	0	3	8	5	34*	CC(NC(=O)c1cccs1)C(S)c1ccccc1 (configuration not stated)
6	-4	-3	3	3	0.7	7	2	15	6	-5	COc1ccc(S(=O)(=O)N(CC(=O)NCc2ccco2)c2ccccc2)cc1OC
7	1	2	-6	-1	-0.3	7	4	3	-2	3	O=C(CCNC(=O)c1ccc(Br)cc1)NNC(=O)COc1ccccc1F
8	1&-1	-2&-8	2&2	-2&-1	-0.6&-0.2	-11&-11	-1&-5	-12&-7	-2&0	0&-10	CNS(=O)(=O)Cc1ccc2[nH]cc(CCN(C)C)c2c1
9	1	-1	2	5	-0.6	1	-2	-11	-4	-1	COc1cc(OC)nc(NC(=S)NC(=O)c2ccccc2)n1
10	-1	-3	17	-3	0.6	-2	0	-2	-1	-5	O=C(NCCCN1CCOCC1)c1ccc2c(c1)N(Cc1cccc(Cl)c1)C(=O)c1ccccc1S2=O (configuration not stated)
11	-4	-9	-1	-1	-0.4	5	1	8	-1	-19	COCC(=O)N(Cc1cc2ccc(C)cc2[nH]c1=O)c1ccccc1C
12	0	2	7	-4	-0.3	7	0	-7	-7	6	Cc1cc(NC(=O)COC(=O)c2ccc(NS(=O)(=O)c3ccc(C)c(C)c3)cc2)no1
13	-1	-2	-8	-2	-0.3	3	5	-10	-6	-2	COc1ccc(NC(=O)NNC(=O)COc2cc(C)c(Cl)c(C)c2)c(OC)c1
14	0	1	-5	1	-0.6	0	1	1	1	-2	Cc1ccc(C(=O)NCCCNC(=O)COc2ccc(Cl)cc2)cn1
15	-4	-1	-13	0	0.6	9	-1	-2	5	-7	CN(C(=O)CN1CCN(c2ccccc2F)CC1)C1CCCc2ccccc21 (configuration not stated)
16	-4	-5	-14	4	0.5	4	0	0	-1	-1	COc1ccc(-c2nc(C)sc2CC(=O)O)cc1
17	-16	-1	-3	8	-0.2	9	0	6	6	-6	NS(=O)(=O)c1ccc(N=Nc2c(O)[nH]c3ccc(Br)cc23)cc1
18	-1	0	-3	9	0.3	6	0	10	3	4	C=C(C)CSc1nnc(-c2cccc(Cl)c2)n1N
19	1	-6	4	1	0.6	2	0	-4	-3	-1	Cc1ccc(NC(=O)c2cc(S(=O)(=O)N3CCOCC3)ccc2F)c(C)c1
20	-2	-4	-5	0	-0.8	2	-1	5	2	12	O=C(Nc1ccc(F)cc1)c1ccc(Br)c(S(=O)(=O)N2CCOCC2)c1
21	2	1	1	-4	0.1	-3	-2	11	-2	-9	Cc1cc(C)c(C(=O)COC(=O)c2nn(C)c(=O)c3ccccc23)cc1C
22	3	-1	3	1	0.0	5	0	-2	4	-4	CCOc1ccccc1NC(=O)N1CCc2ccccc2C1
23	i	i	1	2	24*	-2	1	-8	6	i	COC(=O)c1c(N)n(-c2ccc(NC(C)=O)cc2)c2nc3ccccc3nc12
24	1	1	-8	7	0.6	9	0	4	-1	6	S=C(NCc1ccco1)N1CCN(c2cccc(Cl)c2)CC1

The last 2 compounds of the part before open the next one:
entry	PLC-gamma1 inh	ADAM17 inh	TDP2 absorb	DDE Tn6 FP inh	proKLK7 act	ARFGAP1 inhibitor	LEDGF integ inh	ASAP1 GAP inh	Tn7 DDE FP	ADAM10 inh	SMILES
23	i	i	1	2	24*	-2	1	-8	6	i	COC(=O)c1c(N)n(-c2ccc(NC(C)=O)cc2)c2nc3ccccc3nc12
24	1	1	-8	7	0.6	9	0	4	-1	6	S=C(NCc1ccco1)N1CCN(c2cccc(Cl)c2)CC1
25	-1	-7	7	6	-0.3	-3	-1	1	5	-1	Cn1ncc([N+](=O)[O-])c1C(=O)N1CCCCCC1
26	-52	-3	-1	-5	-0.1	10	1	4	-2	-12	CSc1nnc2c(n1)OC(c1ccc(C(=O)O)cc1)N(C(C)=O)c1ccccc1-2 (configuration not stated)
27	-2	-9	-1	0	-2.9	2	0	-1	0	-24	COc1cc(Cn2c(-c3ccc(O)c(OC)c3)nc3ccccc32)ccc1O
28	7	4	-12	4	-0.6	3	14*	2	-3	12	O=C(NCc1ccco1)C1Cc2ccccc2CN1S(=O)(=O)c1ccccc1F (configuration not stated)
29	-3	-8	8	-1	0.5	0	-6	-6	14*	-5	CN(C)S(=O)(=O)N1CCC(Oc2ccc(C(=O)NCc3cnn(C)c3)cc2)CC1
30	2	-2	7	4	0.0	-4	-2	0	-2	4	CCN1C(=O)CC(N2CCOCC2)C1=O (configuration not stated)
31	5	2	-12	1	0.9	3	-1	10	1	-6	CCOC(=O)C1CCN(S(=O)(=O)c2ccc(-c3cc(C(F)(F)F)n(C)n3)s2)CC1
32	1	0	5	-1	0.1	-8	3	-4	5	7	C#C[C@]1(O)CC[C@H]2[C@@H]3CCc4cc(OC)ccc4[C@H]3CC[C@@]21C
33	5	2	2	-5	-0.1	8	4	-3	1	5	COC(=O)C1=C(C)N(Cc2cccc(C(F)(F)F)c2)C(=NCc2ccc(OC)cc2)NC1c1ccccc1 (configuration not stated)
34	0	-3	-6	-8	-0.3	4	0	5	0	-2	CCOC(=O)C1(Cc2ccccc2)CCCN(Cc2ccc(OCC)c(CO)c2)C1 (configuration not stated)
35	1	-7	5	-6	0.0	-1	2	-2	0	-4	CC1CCC(NC(=O)CN2CCCN(Cc3ccc(F)cc3Cl)C2=O)CC1 (configuration not stated)
36	0	-2	0	-2	0.0	3	1	2	2	4	CCC(Oc1ccccc1)C(=O)N1CCN(C(=O)C(CC)Oc2ccccc2)CC1 (configuration not stated)
37	1	1	-11	14	0.9	3	2	9	-6	7	COc1ccc(C(=O)Nc2ccccc2C(=O)O)cc1NC(=O)C(c1ccccc1)c1ccccc1
38	0	-1	7	-5	-0.2	1	3	5	-3	-2	CCN(CCn1cccn1)Cc1ccccc1OCC(O)CN1CCc2ccccc2C1 (configuration not stated)
39	-3	-3	-3	0	-0.2	-18	-7	4	2	0	COc1ccc(CCNC(=O)[C@H](C)NC(=O)N2CCn3c2nc2ccccc23)cc1OC
40	0	-4	-5	2	0.7	-9	-3	14	-2	-1	CC(C)CC(NC(=O)OC(C)(C)C)c1cn([C@@H](CCC(=O)OC(C)(C)C)C(=O)N2CCN(C(=O)OC(C)(C)C)CC2)nn1 (some centres not stated)
41	2	-3	-4	-3	-0.2	5	3	0	1	-6	CCC(=O)Nc1nc2c(OC)ccc(C)c2s1
42	2	0	12	1	0.3	-9	-2	10	-6	1	Cc1cccc(-n2ccc(=O)c(C(=O)O)n2)c1
43	6	-11	-8	-2	0.6	-10	-3	1	5	4	C/C(=N/NC(=O)c1ccc2c(c1)OCCO2)c1ccc([N+](=O)[O-])cc1
44	2	-4	8	-4	-0.1	3	0	1	-4	-7	COc1cc(NC(=O)[C@@H]2CCCN2S(=O)(=O)c2cccc3cccnc23)cc(OC)c1OC
45	-2	11*	-13	-14	0.4	9	-1	14	0	27*	CC(C)(C)OC(=O)CNC(=O)c1[nH]cnc1C(=O)N[C@@H](Cc1ccccc1)C(=O)OCc1ccccc1

An excerpt from above, showing only LEDGF integ inh, PLC-gamma1 inh and ARFGAP1 inhibitor:
| no. | compound | LEDGF integ inh | PLC-gamma1 inh | ARFGAP1 inhibitor |
| --- | --- | --- | --- | --- |
| 24 | S=C(NCc1ccco1)N1CCN(c2cccc(Cl)c2)CC1 | 0 | 1 | 9 |
| 25 | Cn1ncc([N+](=O)[O-])c1C(=O)N1CCCCCC1 | -1 | -1 | -3 |
| 26 | CSc1nnc2c(n1)OC(c1ccc(C(=O)O)cc1)N(C(C)=O)c1ccccc1-2 (configuration not stated) | 1 | -52 | 10 |
| 27 | COc1cc(Cn2c(-c3ccc(O)c(OC)c3)nc3ccccc32)ccc1O | 0 | -2 | 2 |
| 28 | O=C(NCc1ccco1)C1Cc2ccccc2CN1S(=O)(=O)c1ccccc1F (configuration not stated) | 14* | 7 | 3 |
| 29 | CN(C)S(=O)(=O)N1CCC(Oc2ccc(C(=O)NCc3cnn(C)c3)cc2)CC1 | -6 | -3 | 0 |
